BAZ2B inh: BAZ2B (human) inhibition. 360,000 compounds, 4.4% hits. AID 504333. AlphaScreen BAZ2B-H3K14Ac peptide displacement. Potency, µM (doses to about 114 µM), for inactives: at the top dose activity change, negative = inhibition, hits mostly inhibitors. Q9UIF8; also: % is scaled to controls: 0 for no effect and ±100 for the full control effect; nearly all actives have a fitted effect of over 60% in size
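AlphaScreen displacement of biotin-H3(5-23)K14Ac peptide (50 nM final) from BAZ2B (50 nM final) in PBS pH 7.4, 0.01% Tween-20; complex preformed 30 min RT, then compounds (top 110 uM) 30 min RT, beads 20 min dark.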
Pol iota inh: blocks human DNA polymerase iota activity; Q9UNA4; Pol iota fluorescent replication assay, 10 min; Potency, µM (titrated, usually from 115 µM), for inactives: top-dose activity, negative = inhibition, most hits filed as inhibitors; 390,000 compounds, 1% hits
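Pol iota at 10 nM preincubated 15 min with compounds at room temperature; reaction started with fluorescent substrate, 50 nM final. Fluorescence read kinetically at 0 and 10 min; buffer-only wells as negative control.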
Pol kappa inh: blocks human DNA polymerase kappa activity. 400,000 compounds, 0.53% hits. Q9UBT6. purified Pol kappa, fluorescent DNA synthesis assay, 10 min. AID 588579. Potency, µM (titrated, usually from 107 µM), inactives show at the top dose activity, negative = inhibition, most hits filed as inhibitors; also: % is scaled to controls: 0 for no effect and ±100 for the full control effect
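Kinetic fluorescence screen: compound preincubated 15 min RT with 10 nM enzyme; 50 nM substrate (final) initiates; reads at 0/10 min.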
APEX1 inh: inhibitors of human APE1 endonuclease. 350,000 compounds, 0.35% hits. recombinant APE1, TAMRA/BHQ-2 abasic DNA cleavage fluorescence. AID 2517. P27695. Potency, µM (doses to about 65.8 µM), inactives show at the top dose activity change, negative = inhibition, usual class: inhibitors;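 also: plate controls were vehicle for no effect and reference inhibitor for full effect; nearly all actives have a fitted effect of over 55% in size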
Target sequence (P27695 whole entry, looked up): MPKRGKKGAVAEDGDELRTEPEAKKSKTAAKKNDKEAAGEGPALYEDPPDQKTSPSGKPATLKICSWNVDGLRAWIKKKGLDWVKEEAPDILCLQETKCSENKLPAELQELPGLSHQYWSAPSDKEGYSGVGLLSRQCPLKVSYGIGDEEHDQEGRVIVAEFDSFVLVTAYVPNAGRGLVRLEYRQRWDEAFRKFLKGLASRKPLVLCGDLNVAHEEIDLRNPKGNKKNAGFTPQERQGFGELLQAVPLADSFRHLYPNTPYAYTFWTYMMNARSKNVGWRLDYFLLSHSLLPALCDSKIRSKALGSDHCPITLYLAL
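APE1 at 0.75 nM preincubated 15 min at room temperature with compound. Reaction then started with 50 nM double-stranded THF-abasic substrate labelled with TAMRA/BHQ-2, and 525/598 nm fluorescence read kinetically. Activity taken as third-minus-first read difference, normalized to DMSO and NSC13755 controls.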
G9a block: G9a (human) methyltransferase inhibition. G9a H3K9 monomethylation, AlphaScreen, 2 h. Potency, µM (series often up to 102 µM), for the others: at the highest dose activity, negative = inhibition, hits mostly inhibitors. 350,000 compounds, 8.8% hits. AID 504332; also: % is scaled to controls: 0 for no effect and ±100 for the full control effect; nearly all actives have a fitted effect of over 75% in size
Target sequence (Q96KQ7 913-1193 limits assumed): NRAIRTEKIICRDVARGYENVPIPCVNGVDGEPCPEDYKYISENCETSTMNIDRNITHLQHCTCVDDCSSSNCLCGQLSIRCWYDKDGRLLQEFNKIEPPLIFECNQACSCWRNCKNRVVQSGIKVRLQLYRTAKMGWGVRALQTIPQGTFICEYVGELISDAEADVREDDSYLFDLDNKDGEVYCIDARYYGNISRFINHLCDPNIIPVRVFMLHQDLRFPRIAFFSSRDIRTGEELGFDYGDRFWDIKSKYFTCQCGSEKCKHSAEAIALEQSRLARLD
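Step 1: enzyme (final 20 nM) with compound, 15 min RT. Step 2: substrate peptide 500 nM and SAM 20 uM, 2 h RT. Step 3: anti-H3K9me1 antibody and AlphaScreen beads, 10 min, then plate read.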
Anesthetic bind: candidate novel general anesthetic via apoferritin binding; P02791; apoferritin/1-aminoanthracene competitive binding, fluorescence; Potency, µM (top dose mostly 77.5 µM), for the others: top-dose activity change, negative = displacement, actives largely listed as inhibitors; 350,000 compounds, 0.074% hits; also: % is scaled to controls: 0 for no effect and ±100 for the full control effect; nearly all actives have a fitted effect of over 20% in size
Target sequence (P02791 2-175 limits assumed): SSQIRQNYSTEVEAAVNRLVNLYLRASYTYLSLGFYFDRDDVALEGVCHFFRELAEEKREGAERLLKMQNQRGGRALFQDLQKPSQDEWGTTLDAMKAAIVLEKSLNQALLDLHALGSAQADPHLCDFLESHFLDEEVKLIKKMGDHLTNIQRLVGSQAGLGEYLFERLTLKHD
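In PBS, apoferritin at 10 uM is loaded with 1-AMA from a 50% saturated solution. After 10 min of compound exposure at ambient temperature, reduced 535 nm fluorescence indicates probe displacement.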
Pol beta inh: inhibitors of human DNA polymerase beta; Pol beta primer extension/strand displacement, fluorescence kinetic; 340,000 compounds, 1.3% hits; P06746; AID 485314; Potency, µM (doses to about 114 µM), for inactives: at the highest dose activity change, negative = inhibition, hits mostly inhibitors; also: % is scaled to controls: 0 for no effect and ±100 for the full control effect
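Values derive from four-parameter Hill fits of normalized kinetic data: reads at 0 and 10 min following addition of 50 nM substrate to 10 nM Pol beta preincubated 15 min with compound.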
BLM inh: Bloom syndrome helicase (human) inhibition. recombinant BLM DNA unwinding, fluorescence dequenching. 350,000 compounds, 0.2% hits. P54132. Potency, µM (top dose mostly 56.1 µM), inactives show top-dose activity change, negative = inhibition, usual class: inhibitors;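 also: plate controls were vehicle for no effect and no enzyme for full effect; nearly all actives have a fitted effect of over 35% in size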
POLH inh: DNA polymerase eta (human) inhibition; Q9Y253; recombinant Pol eta, fluorescent DNA replication assay; Potency, µM (series often up to 114 µM), without a hit: top-dose activity change, negative = inhibition, most hits filed as inhibitors; 390,000 compounds, 1.2% hits; also: % is scaled to controls: 0 for no effect and ±100 for the full control effect
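Fluorescent replication assay: 50 nM final substrate added after a 15 min room-temperature compound preincubation with 10 nM enzyme. Signal taken at 0 min and again at 10 min.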
Starred values were filed as active, the others as inactive; ? = inconclusive; / = no result given; [ ] = remark or other dose. Calls follow the shape of the dose curve; as a rule, active = well fitted curve in the direction sought with a large enough effect; inconclusive = small, poorly fitted or top-dose-only effect, or another doubt; inactive = no such curve, though single readings can be large; an effect the other way counts as inactive or inconclusive. Potency is read from the fitted curve at half-maximal effect. An excerpt; rates above refer to the full screens.

smiles,BAZ2B inh,Pol iota inh,Pol kappa inh,APEX1 inh,G9a block,Anesthetic bind,Pol beta inh,BLM inh,POLH inh
CCCC1=C(C(=O)OCC)C(c2ccc(N(C)C)cc2)n2ncnc2N1 (centres undefined),?,19%,0%,?,45µM*,-6%,1%,-3%,-21%
CCCCOc1ccc(OCCNC(=O)C2CCCN2C(=O)Nc2ccccc2)cc1 (centres undefined),-8%,5%,0%,-10%,-10%,7%,24%,-3%,-16%
Cc1cc(Cl)ccc1NC(=O)CSc1nnc(Cc2cccs2)n1Cc1ccco1,-37%,3%,-3%,-1%,?,-13%,?,-10%,-5%
O=C(N/N=C/C=C/c1ccccc1)C1CC1(c1ccccc1)c1ccccc1 (centres undefined),-25%,-19%,-8%,-2%,17%[12.7 µM],?,2%,-7%,-19%
Nc1[nH]c(N=NC(=O)c2ccccc2)c2ccccc12,?,?,-14%,2%,9%,4%,-12%,-1%,-15%
CN(C)c1ccc(C(=O)NN2C(=O)c3ccccc3C2=O)cc1,9%,65%[activator],-27%,12%,3%,-4%,1%,-1%,-3%
COC(=O)c1sccc1NC(=O)Cn1nnc(-c2ccc(C)cc2)n1,-13%,7%,-6%,-1%,-4%[12.7 µM],-2%,-23%,-5%,-6%
O=C(O)C1CC=CCC1C(=O)Nc1cc(Cl)ccc1Cl (centres undefined),12%,-1%,-3%,10%,2%[59 µM],5%,-4%,6%,?
CCCC[N+](C)(C)CCC(=O)NC(C)(C)CS(=O)(=O)[O-],50µM*,?,-27%,1%,?,-2%,20µM*,1%,13µM*
CCn1cc(C(=O)Nc2ccc(C)cc2C)c(=O)c2ccc(C)nc21,-13%,/,/,1%,16%[12.7 µM],-8%,-1%,-2%,/
CSCCC(NC(=O)COc1ccccc1)C(=O)OCCOc1ccc(Br)cc1 (centres undefined),4%,7%,-13%,-21%,42%[59 µM],/,/,/,-8%
CCOc1ccc(S(=O)(=O)N2CCCC(C(=O)NCc3ccccc3)C2)cc1 (centres undefined),0%,31%[activator],-4%,7%,/,-7%,4%,-2%,0%
NS(=O)(=O)c1cc(C(=O)OCC(=O)Nc2ccc3c(c2)OCO3)ccc1Cl,/,87%[activator],-12%,0%,/,/,/,/,-12%
CCc1cc(C(=O)OC)c(N2C(=O)C3C4C=CC(C4)C3C2=O)s1 (centres undefined),-3%,-8%[58.9 µM],4%,15%,8%[59 µM],-9%,-13%,0%,-13%
COCCN1CC(CNC(=O)c2cc(COc3ccccc3SC)on2)CC1=O (centres undefined),-4%,-4%,-9%,32%,57%[activator],-10%,0%,0%,-15%
COc1ccc(S(=O)(=O)N2CCOCC2)cc1C(=O)N(C)CCOc1ccc(Cl)cc1,2%,12%,-3%,6%,24%[2.33 µM],/,/,/,-6%
CC(C)CC(NC(=O)OC(C)(C)C)c1cn([C@@H](CCCCNC(=O)OC(C)(C)C)C(=O)N2CCN(C(=O)OC(C)(C)C)CC2)nn1 (some centres undefined),-1%,6%,-15%,13%,14%[59 µM],?,-1%,-1%,3%
COc1ccc(C(=O)OCC(=O)Nc2ccc(F)c(F)c2F)cc1OC,5%,-6%,-19%,-6%,8%[0.501 µM],-6%,9%,-2%,-10%
O=C(CCNS(=O)(=O)c1ccccc1)NNC(=O)c1csc(N2CCOCC2)n1,0%,-7%,5%,25%,2%[0.501 µM],/,/,/,-12%
CC1=C(C(=O)Nc2cccnc2)C(c2ccc(F)cc2)n2nc(SCc3ccccc3F)nc2N1 (centres undefined),-13%,-20%,-6%,/,-5%[59 µM],-9%,1%,-5%,3%
Cc1cccn2c(=O)c(C=NCc3ccccc3)c(NCCO)nc12,2%,-8%,-6%,-4%,8%,-10%,28%,1%,-9%
O=C(O)CCC(=O)N1N=C(c2ccc(Br)cc2)CC1c1cccc(Br)c1 (centres undefined),?,3%,7%,19%,2%,-8%,34%,-3%,0%
COc1cc(OC)cc(C(=O)Nc2ccc3nc4c(c(Nc5ccc(OC)c(OC)c5)c3c2)CCCC4)c1,10µM*,-28%,-10%,/,18µM*,-11%,32%,-4%,-3%
COC(=O)c1ccc(-n2c(C)ccc2-c2ccccc2)cc1,-34%,-5%,-28%,-2%,?,-16%,-39%,-3%,-12%
NC(=O)CSc1nc2ccc(NC(=O)COc3ccccc3Cl)cc2s1,-7%,?,-7%,/,-1%[59 µM],1%,0%,-13%,-5%
COc1ccc(/C(N)=N/OC(=O)C2CCCCC2)cc1,34%,39%,-4%,18%,?,-23%,38%,-5%,-21%
Clc1ccc(CNc2cnccn2)cc1Cl,?,84%[activator],-1%,47%,-51%,-17%,2%,-3%,-17%
COc1cccc(N2C(=O)Nc3ccc(Br)cc3C2(O)C(=O)NCCN(C)C)c1 (centres undefined),4%,24%,-6%,63%[activator],11%[2.33 µM],16%,-26%,-1%,1%
O=C(O)C1CCN(c2c([N+](=O)[O-])cc(C(F)(F)F)cc2[N+](=O)[O-])CC1,-31%,14%,-16%,-3%,-1%,-19%,?,1%,-13%
CCCOc1ccc(C(=O)Nc2ccc(NC(=O)c3cccc(Cl)c3)cc2)cc1,2%,23%,-2%,/,-3%[59 µM],-2%,-20%,-4%,-18%
CC1(NC(=O)CCc2ccccc2)CCN(CCCc2ccccc2)C1=O (centres undefined),-3%,46%[activator],-4%,-4%,6%[0.501 µM],/,/,/,-18%
N=c1c2c(ncn1Cc1ccco1)Oc1cc(O)ccc1C2c1ccccc1 (centres undefined),-21%,21%,4%,0%,/,-5%,20%,-6%,-14%
CCc1cc2c(=O)c(-c3ccc(F)cc3)c(C(F)(F)F)oc2cc1OCC(=O)O,-27%,/,/,0%,-3%,5%,?,2%,/
O=C(NCc1nc2ccccc2n1Cc1ccccc1Cl)c1ccccc1,-3%,21%,-3%,/,-7%[59 µM],-3%,13%,-5%,-3%
O=C1NCCN/C1=C\C(=O)c1ccc(Br)cc1,-16%,-2%,-11%,1%,50µM*,-4%,0%,1%,-11%
CC1CCC2C(=O)N(c3ccc(NC4CCN(Cc5ccccc5)CC4)c([N+](=O)[O-])c3)C(=O)C2C1 (centres undefined),35µM*,11%,10%,-7%,40µM*,?,-22%,-5%,-6%
CCCn1c(SCC(=O)Nc2ccc3c(c2)OCCO3)n[nH]c1=O,-3%,19%,-1%,-2%,-44%,/,/,/,-8%
Cc1cc(Oc2ccc(N)cn2)cc(C)c1Cl,-32%,18%,-2%,?,?,0%,20%,-7%,-20%
COc1ccccc1N(CC(=O)N1CCCCC1)S(=O)(=O)c1ccccc1,4%,-25%,-1%,-1%,7%[12.7 µM],-16%,-5%,-4%,1%
Cc1ccc(OCc2nc(-c3ccc(C(=O)N4CCN(c5ccccc5)CC4)cc3)oc2C)cc1,-11%,1%,-14%,/,-30%[59 µM],-7%,24%,-10%,-24%
CCOc1ccc(C2c3c(oc4ccccc4c3=O)C(=O)N2c2ccc(C)cn2)cc1OC (centres undefined),-2%,11%,14%,-3%,12%[59 µM],-1%,2%,-2%,-20%
Cc1cccc(-c2nc(CS(=O)CC(=O)NCc3ccco3)c(C)o2)c1 (centres undefined),-25%,21%,4%,23%,-19%,7%,13%,1%,-15%
COC(=O)c1ccc(NC(=O)COc2cccc(-n3cnnn3)c2)cc1,-19%,30%[activator],-1%,32%,27%,-5%,4%,0%,-5%
CC(C)c1nnc(NC(=O)CSc2nnc(NC(=O)c3c(F)cccc3F)s2)s1,-11%,22%,-8%,-2%,-11%,-3%,-1%,-3%,-17%
CC(CCC(=O)O)C1CCC2C3C(=O)C[C@@H]4CC(=O)CC[C@@]4(C)C3CC(=O)[C@]12C (some centres undefined),/,/,-3%[60.1 µM],/,0%[59 µM],-1%,/,7%,/
COC(=O)Cn1ccc(N(C)C)c(C#N)c1=O,-1%,-2%,-4%,2%,-13%[59 µM],-5%,-7%,-1%,-4%
COc1ccccc1CNC(=O)COC(=O)[C@H](Cc1c[nH]c2ccccc12)NC(=O)c1cccs1,-28%,155%[activator],-22%,-1%,?,5%,2%,-2%,-11%
Cc1cc(C)nc(Nc2ccccc2Br)n1,16%,17%,-8%,-4%,29%,-20%,6%,-3%,-10%
COc1ccc(CNC(=O)COC(=O)c2ccccc2C(=O)c2ccccc2)cc1,-4%,3%,-15%,-3%,10%,?,1%,1%,-8%
CC(=O)n1cc([C@@H]2C=C(C(=O)Nc3ccccc3)O[C@H](OCCCCO)C2)c2ccccc21,?,-3%,-15%,13%,11%[59 µM],-16%,18%,-14%,-10%
CCn1nnnc1SCC(=O)NCc1ccc2c(c1)OCO2,-5%,2%,-15%,-1%,?,4%,2%,4%,0%
O=C(Nc1cccs1)Nc1c(F)c(F)c(F)c(F)c1F,?,23%,-25%,2%,25%[59 µM],0%,-3%,-3%,-22%

Compounds from the list above that contain a nitro group on carbon (two):
smiles,BAZ2B inh,Pol iota inh,Pol kappa inh,APEX1 inh,G9a block,Anesthetic bind,Pol beta inh,BLM inh,POLH inh
O=C(O)C1CCN(c2c([N+](=O)[O-])cc(C(F)(F)F)cc2[N+](=O)[O-])CC1,-31%,14%,-16%,-3%,-1%,-19%,?,1%,-13%
CC1CCC2C(=O)N(c3ccc(NC4CCN(Cc5ccccc5)CC4)c([N+](=O)[O-])c3)C(=O)C2C1 (centres undefined),35µM*,11%,10%,-7%,40µM*,?,-22%,-5%,-6%

Structures listed above that bear a hit mark in BAZ2B inh.
SMILES,BAZ2B inh,Pol iota inh,Pol kappa inh,G9a block,Anesthetic bind,BLM inh,POLH inh
CCCC[N+](C)(C)CCC(=O)NC(C)(C)CS(=O)(=O)[O-],50µM*,?,-27%,?,-2%,1%,13µM*
COc1cc(OC)cc(C(=O)Nc2ccc3nc4c(c(Nc5ccc(OC)c(OC)c5)c3c2)CCCC4)c1,10µM*,-28%,-10%,18µM*,-11%,-4%,-3%
CC1CCC2C(=O)N(c3ccc(NC4CCN(Cc5ccccc5)CC4)c([N+](=O)[O-])c3)C(=O)C2C1 (centres undefined),35µM*,11%,10%,40µM*,?,-5%,-6%
